AMPAR-TARP mod: GluA2-stargazin AMPA receptor complex modulation; 40,000 tested, 3.5% active; calls only at 30 µM; AID 1259245; HEK293 GluA2+stargazin, membrane potential dye (FDSS), glutamate EC50; hits were called plate by plate, in both directions;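 active = any of four per-well response measures lying three or more SD from its plate-wide compound average, in either direction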
Target sequence (O88602 whole entry, looked up): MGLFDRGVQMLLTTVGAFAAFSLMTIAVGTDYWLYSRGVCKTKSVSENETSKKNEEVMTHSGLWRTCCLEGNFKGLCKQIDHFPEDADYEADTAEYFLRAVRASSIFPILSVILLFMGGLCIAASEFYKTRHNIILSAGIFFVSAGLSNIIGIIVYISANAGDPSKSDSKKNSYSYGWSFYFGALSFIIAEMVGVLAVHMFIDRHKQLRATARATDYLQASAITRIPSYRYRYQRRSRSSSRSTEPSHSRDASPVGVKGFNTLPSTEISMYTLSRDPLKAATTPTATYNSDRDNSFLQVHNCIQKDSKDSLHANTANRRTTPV
Target sequence (P19491 whole entry, looked up): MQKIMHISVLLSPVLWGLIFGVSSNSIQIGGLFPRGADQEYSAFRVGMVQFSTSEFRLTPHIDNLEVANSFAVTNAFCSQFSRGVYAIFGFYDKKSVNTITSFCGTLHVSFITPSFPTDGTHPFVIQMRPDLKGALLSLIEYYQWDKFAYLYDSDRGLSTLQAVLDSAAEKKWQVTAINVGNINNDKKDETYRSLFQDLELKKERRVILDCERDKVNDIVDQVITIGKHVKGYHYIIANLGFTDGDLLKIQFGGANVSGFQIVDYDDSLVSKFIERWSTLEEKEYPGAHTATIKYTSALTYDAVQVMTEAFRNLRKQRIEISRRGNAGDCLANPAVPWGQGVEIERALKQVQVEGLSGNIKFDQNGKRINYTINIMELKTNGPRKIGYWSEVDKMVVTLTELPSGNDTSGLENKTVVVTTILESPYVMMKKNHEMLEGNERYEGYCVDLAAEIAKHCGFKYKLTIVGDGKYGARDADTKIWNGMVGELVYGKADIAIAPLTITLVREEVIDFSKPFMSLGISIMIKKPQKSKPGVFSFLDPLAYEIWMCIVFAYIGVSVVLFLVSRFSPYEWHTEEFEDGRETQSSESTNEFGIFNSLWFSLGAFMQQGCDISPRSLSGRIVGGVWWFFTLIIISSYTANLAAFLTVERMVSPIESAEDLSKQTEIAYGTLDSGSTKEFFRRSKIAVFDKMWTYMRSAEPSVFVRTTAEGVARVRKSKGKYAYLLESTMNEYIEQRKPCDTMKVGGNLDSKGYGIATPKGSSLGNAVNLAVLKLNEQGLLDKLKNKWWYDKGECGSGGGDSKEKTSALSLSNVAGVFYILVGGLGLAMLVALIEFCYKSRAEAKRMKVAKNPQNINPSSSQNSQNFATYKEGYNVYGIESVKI
AMPAR-TARP mod agonism max-min: further read-out of AMPAR-TARP mod, marked with its call; compound max-min signal; compound-alone response (agonism);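 unitless range of fluorescence divided by baseline over first 100 seconds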
AMPAR-TARP mod glutamate slope: further read-out of AMPAR-TARP mod, marked with its call; glutamate slope, % of max; measured here: glutamate response slope, % max;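 scaled per plate between vehicle wells and maximal 1 mM glutamate control wells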
The depositor's hits bear a star; i = inactive; + = active, no number; & = joins results of further samples.

AMPAR-TARP mod	AMPAR-TARP mod agonism max-min	AMPAR-TARP mod glutamate slope	SMILES
i	0.137	55.2	O=C(CCc1csc(NC(=O)c2ccc[nH]c2=O)n1)NCCc1ccccc1
i	0.0615	53.8	COc1ccc(-c2ccc(=O)n(CCNS(=O)(=O)c3ccc(C(F)(F)F)cc3)n2)cc1
i	0.042	30.5	O=C(c1ccccc1F)N1CCC(CNS(=O)(=O)Cc2ccccc2Cl)CC1
i	0.0864	57.2	COc1ccc(S(=O)(=O)NCC2(c3ccccc3)CCOCC2)cc1
i	0.102	51.1	O=C(NCC#CCN1CCc2ccccc2C1)Nc1cccs1
i	0.124	60.1	COc1ccccc1OCC(=O)Nc1nn(C)c2c1C(C)CC(=O)N2 (stereo not drawn)
i	0.0355	82.6	COc1ccc(S(=O)(=O)Nc2ccc3c(c2)N(C(=O)C(C)(C)C)CC3)c(C)c1
i	0.0948	51.5	COc1ccc2cc(C(=O)N3CCC(c4nn(C)c(=O)n4-c4ccccc4)CC3)[nH]c2c1
i	0.0504	54.2	NC(=O)c1nn(-c2cccc(Br)c2)c(=O)cc1O
i	0.0757	33.8	O=C(CSc1ccc(NC(=O)c2ccco2)nn1)Nc1nc2ccccc2s1
i	0.0956	57.3	Cc1ccccc1NC(=O)NCC(O)c1cccn1C (stereo not drawn)
i	0.0746	49.4	COc1ccccc1-c1ccc(=O)n(Cc2cccc3ccccc23)n1
i	0.038	45.7	COc1ccccc1NC(=O)N1CCC(CNC(=O)c2c(-c3ccccc3Cl)noc2C)CC1
i	0.0995	52.5	COc1cc(OC)cc(-c2nnc(NC(=O)c3ccno3)o2)c1
i	0.0749	38.4	CC(=O)Nc1ccc(C(=O)NCCNC(=O)c2cccc(C(F)(F)F)c2)cc1
i	0.113	62.9	CC(=O)Nc1ccc(NC(=O)Cn2cc(-c3ccccc3)c(N(C)C)n2)cc1
i	0.122	60.5	COc1cccc(C(=O)Nc2ccc3c(c2)CCCN3S(=O)(=O)c2ccc(C)cc2)c1
i	0.101	43.6	CSc1ccccc1C(=O)Nc1cc(C)nn1-c1nc2c(cnn2-c2ccc(C)c(C)c2)c(=O)[nH]1
i	0.0998	53.2	CC(=O)c1cccc(NC(=O)Cc2cc(=O)oc3cc(C)ccc23)c1
i	0.0326	84.7	O=C(CCCS(=O)(=O)c1ccccc1)Nc1ccccc1Oc1ccccc1
i	0.0374	43.7	CC(C)c1ccc(NC(=O)CSc2nccn(-c3ccc(F)cc3)c2=O)cc1
i	0.0433	62.3	COC(=O)Cn1c(=O)c2c(nc3n(-c4cccc(OC)c4)c(-c4ccccc4)cn23)n(C)c1=O
i	0.0882	73.4	O=C1CN(c2ccccc2NC(=O)c2ccc[nH]c2=O)CCN1
i	0.0285	54.3	CCOC(=O)C1CCN(CC(O)COc2ccccc2)CC1 (stereo not drawn)
i	0.0607	64.6	CCC1CCCCN1S(=O)(=O)c1cc(Br)ccc1OC (stereo not drawn)

Only AMPAR-TARP mod agonism max-min and AMPAR-TARP mod glutamate slope, for some of the entries so far:
molecule | AMPAR-TARP mod agonism max-min | AMPAR-TARP mod glutamate slope
O=C(c1ccccc1F)N1CCC(CNS(=O)(=O)Cc2ccccc2Cl)CC1 | 0.042 | 30.5
COc1ccc(S(=O)(=O)NCC2(c3ccccc3)CCOCC2)cc1 | 0.0864 | 57.2
O=C(NCC#CCN1CCc2ccccc2C1)Nc1cccs1 | 0.102 | 51.1
COc1ccccc1OCC(=O)Nc1nn(C)c2c1C(C)CC(=O)N2 (stereo not drawn) | 0.124 | 60.1
COc1ccc(S(=O)(=O)Nc2ccc3c(c2)N(C(=O)C(C)(C)C)CC3)c(C)c1 | 0.0355 | 82.6

The listing continues.
AMPAR-TARP mod	AMPAR-TARP mod agonism max-min	AMPAR-TARP mod glutamate slope	SMILES
i	0.121&0.056	44.5&88.4	COc1ccc(C(=O)CC2(O)C(=O)Nc3ccc(Cl)cc32)cc1 (stereo not drawn)
i	0.0865	59.6	CSc1ncccc1C(=O)N1CCC(CNC(=O)c2cc(Cl)cc(Cl)c2)CC1
i	0.0925	56.5	COc1ccc(C(=O)/C=C/c2ccc(OC)cc2OC)cc1
i	0.112	67.8	O=C(Nc1ccc(N2CCCCS2(=O)=O)cc1)c1ccccc1[N+](=O)[O-]
i	0.0645	28.8	O=c1[nH]c(CN2CCN(CCO)CC2)nc2ccccc12
i	0.119	54.0	COC(=O)c1ccc(C(=O)NCC#CCN2CCCCCC2)cc1
i	0.0428	48.7	CC(C)Cc1c[nH]c2c(c1=O)c(=O)n(C)c(=O)n2C
i	0.0789	35.7	Cc1ccc(N2CC(C(=O)Nc3ccc(N4CCC(C)CC4)cc3)CC2=O)cc1 (stereo not drawn)
i	0.0836	47.8	COc1ccc(CCNC(=O)C(=O)NCc2ccc(Cl)cc2)cc1
i	0.202	71.2	COc1ccc(C)c2sc(N(CCN3CCOCC3)C(=O)/C=C/c3cccs3)nc12
i	0.0911	64.5	O=C(/C=C/c1ccco1)NCC(O)Cc1ccccc1 (stereo not drawn)
i	0.112	67.3	CC1CN(S(=O)(=O)c2ccc(Cl)cc2)CCN1S(=O)(=O)c1ccc(Cl)cc1 (stereo not drawn)
i	0.0266	60.7	Cc1ccc(-c2ccc(OCCNS(=O)(=O)c3ccc(Cl)s3)nn2)cc1
i	0.117	44.1	COc1ccc(-c2cc(=O)n(C(C)C(=O)c3ccc(C)cc3)cn2)cc1 (stereo not drawn)
i	0.0978	61.0	CCN1C(=O)CCc2cc(NC(=O)c3ccc4c(c3)OCO4)ccc21
i	0.0463	47.4	OC(COCc1ccc(Cl)cc1)CN1CCOCC1 (stereo not drawn)
i	0.255	48.7	CCCC(=O)N1CCN(c2ccc(Nc3ccncc3)nn2)CC1
i	0.0549	45.0	COc1ccccc1N1CC(C)Cn2c1nc1c2c(=O)n(C)c(=O)n1C (stereo not drawn)
i	0.0954	39.8	O=C(Nc1ccc2c(c1)N(C(=O)C1CC1)CC2)c1ccc2c(c1)OCO2
i	0.113	39.3	CCOCCCNc1nnnc2c1cnn2-c1ccccc1
i	0.0296	50.1	O=C(CC1COc2ccccc2O1)NC1CCCCC1 (stereo not drawn)
i	0.114	55.8	CC(O)(CNC(=O)C1(c2ccc(Cl)cc2)CCCC1)c1ccc2c(c1)OCO2 (stereo not drawn)
i	0.0792	36.8	Cc1ccc(CN2CCC3(CC2)NC(=O)N(Cc2ccc(C)cc2)C3=O)cc1
i	0.0781	47.8	O=C(Cn1nc(-c2ccco2)c2sc(N3CCOCC3)nc2c1=O)NCc1ccc2c(c1)OCO2
i	0.0453	26.5	Cc1ccc(NC(=O)Cn2cc(-c3nc(-c4ccc(C)cc4)no3)c(=O)c3ccc(C)nc32)cc1

The closing 7 compounds of the part above come first, to join the parts:
AMPAR-TARP mod	AMPAR-TARP mod agonism max-min	AMPAR-TARP mod glutamate slope	SMILES
i	0.0954	39.8	O=C(Nc1ccc2c(c1)N(C(=O)C1CC1)CC2)c1ccc2c(c1)OCO2
i	0.113	39.3	CCOCCCNc1nnnc2c1cnn2-c1ccccc1
i	0.0296	50.1	O=C(CC1COc2ccccc2O1)NC1CCCCC1 (stereo not drawn)
i	0.114	55.8	CC(O)(CNC(=O)C1(c2ccc(Cl)cc2)CCCC1)c1ccc2c(c1)OCO2 (stereo not drawn)
i	0.0792	36.8	Cc1ccc(CN2CCC3(CC2)NC(=O)N(Cc2ccc(C)cc2)C3=O)cc1
i	0.0781	47.8	O=C(Cn1nc(-c2ccco2)c2sc(N3CCOCC3)nc2c1=O)NCc1ccc2c(c1)OCO2
i	0.0453	26.5	Cc1ccc(NC(=O)Cn2cc(-c3nc(-c4ccc(C)cc4)no3)c(=O)c3ccc(C)nc32)cc1
i	0.062	39.8	Cn1c(=O)c2c(SCC(=O)Nc3nccs3)ccnc2n(C)c1=O
i	0.0677	47.8	CS(=O)(=O)N1CCCc2ccc(NC(=O)C(=O)NCc3ccc4c(c3)OCO4)cc21
i	0.124	51.2	COc1ccc(S(=O)(=O)CCCC(=O)Nc2nc3ccc4sc(C)nc4c3s2)cc1
i	0.0708	60.0	COc1cc(C(=O)Nn2cnc3c(cnn3-c3ccccc3)c2=O)cc(OC)c1OC
i	0.135	66.9	Cc1cn2c3c(=O)n(CCCc4ccccc4)c(=O)n(C)c3nc2n1-c1ccccc1O
i	0.0447	26.5	CCOc1nn(CC)cc1-c1nnc(SCC(=O)N2CCCCCC2)n1CC
i	0.0826	48.6	O=C1C2N=NN(Cc3ccccc3)C2C(=O)N1c1ccc(F)c(F)c1 (stereo not drawn)
+	0.209*	28.5*	Cc1c(Cl)cccc1S(=O)(=O)NCC(O)c1ccc(C(F)(F)F)cc1 (stereo not drawn)
i	0.0915	50.6	COCC(C)NC(=O)CN1C(=O)c2ccccc2S1(=O)=O (stereo not drawn)
i	0.0704	56.7	COc1cccc(C(CNC(=O)C(=O)Nc2ccccc2[N+](=O)[O-])N2CCOCC2)c1 (stereo not drawn)
i	0.123	44.2	Cc1nc(-c2cccs2)c(CCC(=O)Nc2ccc(Cl)cc2)s1
i	0.0813	30.8	CCN1CCCc2cc(CCNC(=O)C(=O)Nc3c(C)cc(C)cc3C)ccc21
i	0.0728	57.5	CC(C)CC(=O)Nn1cnc2c(cnn2C(C)(C)C)c1=O
i	0.0963	57.3	O=C(NCc1cccs1)C(=O)NCC1CCN(C(=O)Oc2ccccc2)CC1
i	0.106	43.3	O=C(Nc1ccc(N2CCCCC2=O)cc1)c1ccc([N+](=O)[O-])cc1
i	0.0351	42.0	Cc1cc(C)c(S(N)(=O)=O)c(C)c1N(C)S(=O)(=O)c1ccc(Cl)cc1
i	0.0625	52.9	COCCN1CCCc2ccc(NS(=O)(=O)c3ccc(C)s3)cc21
i	0.0425	49.5	O=C(c1c(F)cccc1F)N(CCc1ccccc1)Cc1ccccn1
i	0.0898	71.5	CC(=O)Cn1c(=O)c2c(nc3n(-c4cccc(C)c4)c(C)cn23)n(C)c1=O
i	0.105	53.2	CC1CS(=O)(=O)N(c2cccc(C(=O)NCc3ccccc3F)c2)C1=O (stereo not drawn)
i	0.0837	-1.0	CCCN1CCCc2cc(CCNC(=O)C(=O)Nc3cc(Cl)ccc3C)ccc21
i	0.083	5.3	CCN1CCCc2cc(CCNC(=O)C(=O)NCc3ccccc3Cl)ccc21
i	0.0359	37.3	CC(C)(C)n1ncc2c(=O)n(NC(=O)c3ccccc3[N+](=O)[O-])cnc21
i	0.0329	58.0	COc1ccc(NC(=O)CSc2nccn(-c3ccc(F)cc3)c2=O)cc1
i	0.111	45.4	O=C(Nc1ccc(F)c([N+](=O)[O-])c1)c1ccc(=O)n(Cc2ccccc2F)c1
i	0.0934	51.9	COc1ccccc1CNC(=O)CSc1ccc(NC(=O)C2CC2)nn1
i	0.0988	53.4	COc1ccc(-c2noc(-c3cc(-c4ccc(Cl)cc4)n[nH]3)n2)cc1OC
i	0.11	61.0	Cc1cnc2c(c1N1CCOCC1)c(=O)n(C)c(=O)n2C
i	0.0586	35.2	Cn1c(=O)c2c(nc(N3CCCc4ccccc43)n2CC(=O)O)n(C)c1=O
i	0.0961	51.9	Cc1nc(-c2cccs2)c(CCC(=O)N2CCOCC2)s1
i	0.105	66.6	CCn1cc(C(=O)Nc2ccc(Br)c(C)c2)c(=O)c2ccc(C)nc21
i	0.134	66.8	COc1ccc(CC(=O)Nc2ccc(Nc3cc(-n4cccn4)nc(C)n3)cc2)cc1
i	0.0855	49.8	COc1ccc(CCNC2CC(=O)N(C)C2=O)cc1OC (stereo not drawn)
i	0.127	61.6	Cc1ccc(S(=O)(=O)NCC2CCN(Cc3ccccc3)CC2)cc1
i	0.0432	49.1	c1coc(-c2nnc(C3CCNCC3)o2)c1
i	0.0939	63.9	CCOC(=O)c1ccc(NC(=O)Cn2c(C)nc3c(sc4cccc(F)c43)c2=O)cc1
i	0.085	56.6	COC(=O)c1ccc2c(=O)n(CCN(Cc3ccco3)C3CCCC3)c(=S)[nH]c2c1
i	0.038	33.4	CCn1nnc2c(SCC(=O)NC(C)C)ncnc21
i	0.0554	47.6	CCCc1ccc(S(=O)(=O)N2CCC(OC)CC2)cc1
i	0.0603	58.5	CN1CCN(C(CNC(=O)C(=O)NCc2ccc(Cl)cc2)c2cccn2C)CC1 (stereo not drawn)
i	0.0667	43.3	COCCNC(=O)Cc1ccc(NS(=O)(=O)c2ccc3c(c2)OCCO3)cc1
i	0.0837	56.8	COc1ccc(S(=O)(=O)NCC(c2cccs2)N2CCc3ccccc3C2)cc1OC (stereo not drawn)
i	0.0633	31.9	COc1nn(C)cc1C(=O)NCC1CCN(Cc2ccsc2)CC1
i	0.0507	29.8	CCOc1ccc(-n2c(-c3ccccc3)cn3c4c(=O)n(C)c(=O)n(C)c4nc23)cc1
i	0.0546	41.4	COc1ccc(Cl)c2sc(N(Cc3ccco3)C(=O)c3cc(C)no3)nc12
i	0.113	52.2	O=C(Nc1cccc(N2CCCCC2=O)c1)c1cc([N+](=O)[O-])ccc1Cl
i	0.0623	58.9	O=C(NCC1CCN(Cc2ccco2)CC1)C(=O)Nc1ccc2c(c1)OCO2
i	0.0875	61.2	COc1ccc(Nc2nc(C)c([N+](=O)[O-])c(NCc3ccco3)n2)c(OC)c1
i	0.0745	47.6	CCOC(=O)C1=C(C)NC(=O)NC1c1cccc2ccccc12 (stereo not drawn)
i	0.0374	39.2	O=c1c(SCc2ccc(Cl)cc2)nccn1-c1ccc(F)cc1
i	0.0477	56.4	COc1cc(OC)cc(C(=O)Oc2c(S(=O)(=O)c3ccccc3)c(C)nn2C(C)(C)C)c1

From PubChem BioAssay

Some of the compounds tested; the hit share may differ from the screen's.
